# Compound activity as filed in PubChem.
# TRPC4 inh = inhibitors of mouse TRPC4 channel, primary screen, Fluo4 calcium, HEK293 TRPC4beta/mu-opioid cells | DAMGO-evoked Fluo4 calcium flux; hits give low values | AID 2247, 2010 | 0.39% of 300,000 active | Short transient receptor potential channel 4 (Mus musculus), Q9QUQ5 | B-score at 10 µM;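 active = B-score over 3 SD under the library average, no early fluorescence shift, positive overall ratio signal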
# Target sequence (Q9QUQ5 whole entry, looked up): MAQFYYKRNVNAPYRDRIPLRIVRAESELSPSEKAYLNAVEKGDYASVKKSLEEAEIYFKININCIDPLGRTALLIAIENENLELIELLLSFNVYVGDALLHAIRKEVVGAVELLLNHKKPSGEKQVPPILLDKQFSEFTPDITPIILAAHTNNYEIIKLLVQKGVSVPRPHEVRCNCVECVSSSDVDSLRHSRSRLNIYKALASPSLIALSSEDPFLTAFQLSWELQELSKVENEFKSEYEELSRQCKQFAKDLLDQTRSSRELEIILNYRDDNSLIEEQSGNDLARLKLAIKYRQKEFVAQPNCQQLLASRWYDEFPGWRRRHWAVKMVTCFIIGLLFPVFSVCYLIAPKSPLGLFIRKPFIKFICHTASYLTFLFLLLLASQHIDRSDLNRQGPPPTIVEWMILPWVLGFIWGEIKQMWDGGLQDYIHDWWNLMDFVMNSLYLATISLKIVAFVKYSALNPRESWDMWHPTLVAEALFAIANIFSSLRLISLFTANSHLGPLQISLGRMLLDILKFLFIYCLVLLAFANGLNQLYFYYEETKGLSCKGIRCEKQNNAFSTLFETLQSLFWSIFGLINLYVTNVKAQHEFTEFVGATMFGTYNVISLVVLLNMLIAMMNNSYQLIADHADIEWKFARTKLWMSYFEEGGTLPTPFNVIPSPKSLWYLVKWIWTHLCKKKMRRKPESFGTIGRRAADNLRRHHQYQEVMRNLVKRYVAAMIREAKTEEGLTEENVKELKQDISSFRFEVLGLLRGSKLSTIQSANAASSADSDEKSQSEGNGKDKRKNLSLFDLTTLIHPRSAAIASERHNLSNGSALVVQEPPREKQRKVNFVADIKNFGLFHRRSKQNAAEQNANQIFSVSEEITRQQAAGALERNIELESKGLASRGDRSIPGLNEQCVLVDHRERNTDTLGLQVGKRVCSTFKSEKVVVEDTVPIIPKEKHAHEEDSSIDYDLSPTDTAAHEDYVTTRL
#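 Material: HEK293 cells with stable TRPC4beta plus mu-opioid receptor expression; probe or stimulus: DAMGO in two steps, submaximal then maximal; technique: Fluo4 calcium fluorescence by kinetic imaging, 5 s 1 Hz baseline; measure: integrated fluorescence ratio relative to baseline, converted to per-well B score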
# SKKanGAS inh = S. pyogenes SKKanGAS growth inhibitors in kanamycin, primary screen, streptokinase expression inhibitor project, SKKanGAS strain, BacTiter-Glo luminescence; 6 h; inhibition, % at 7.5 µM; 1.3% of 300,000 active; AID 1662, 2009;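 active = mean replicate score, as percent of positive control median, at least 50; inconclusive = mean below 50 but one replicate at or above 50; inactive = mean and every replicate below 50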;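 also: strain carries kanamycin resistance gene driven by streptokinase promoter and grows in 40 µg/ml kanamycin; loss of luminescence reflects streptokinase promoter inhibition or plain growth inhibition; 0% = median of DMSO wells and 100% = positive control at its reference dose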
# RGS4 pot = RGS4 potentiators or activators, primary screen, cell-based, HEK293 M3R inducible RGS4, calcium flux; carbachol calcium flux Fluo4; hits give low values; B-score at 10 µM; 0.92% of 310,000 active;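 active = B-score of the integrated calcium signal more than 4 SD below the library mean, with starting fluorescence not abnormally high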;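 also: negative B-score means reduced calcium response which marks RGS4 activation or potentiation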
#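 Also added: carbachol at ECmax as muscarinic agonist stimulus; Assay system: HEK293 cells with stable M3R and inducible RGS4; Timing: overnight RGS4 induction, 30 min dye load 37 °C, 20 min compound RT; Measured by: Fluo4-AM (2 µM) calcium-flux fluorescence, kinetic read.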
# RGS4 block = RGS4 inhibitors, primary screen, cell-based, HEK293 M3R inducible RGS4, calcium flux; B-score at 10 µM; Fluo-4 calcium flux; hits give high values; triggered by carbachol at its EC20; 0.45% of 310,000 active; AID 463165, 2010;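 active = B-score, a plate-corrected calcium signal, over three deviations above library mean, with baseline fluorescence within five deviations of library mean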;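 also: RGS4 expression induced by doxycycline in cells with stable M3 receptor; B-score is computed from the integrated fluorescence ratio over baseline after carbachol; higher B-score means a larger calcium signal and so more RGS4 inhibition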
# HIF act = HIF pathway transcriptional activators, primary screen, cell-based, U2OS HRE-luciferase, luminescence | U2OS HRE-luciferase reporter; normalized: DMSO 0%, desferrioxamine 100% | activation, % at 7.5 µM (by protocol) | 0.32% of 300,000 active | AID 1910, 2009;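 active = mean activation of at least 10% of the iron chelator positive control signal, with at least half of replicates also reaching 10%; inconclusive = mean and replicate majority disagree about reaching 10%; inactive = mean and most replicates under 10%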
# MrgX1 PAM = positive allosteric modulators of MrgX1, primary screen, HEK293 cells, Fluo-4 calcium flux; Mas-related G-protein coupled receptor member X1 (Homo sapiens), Q96LB2; FDSS; hits give high values; B-score at 10 µM; 0.63% of 310,000 active;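 active = plate-corrected calcium response at least 3 library SD above typical, normal starting fluorescence, not activating the receptor alone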;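 also: compound read alongside a low EC10 to EC30 dose of BAM8-22 agonist; peak minus trough fluorescence over baseline measured at the second addition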
# MrgX1 agonist = agonists of human MrgX1 receptor, primary screen, HEK293 cells, Fluo-4 calcium flux; Fluo-4 calcium fluorescence, agonist mode; hits give high values; Mas-related G-protein coupled receptor member X1 (Homo sapiens), Q96LB2; B-score at 10 µM; 0.44% of 310,000 active;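 active = calcium response B-score plate-corrected fluorescence ratio at least 3 library SD, with starting fluorescence B-score inside 5 SD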
#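 Assay system: MrgX1-expressing HEK293 cells / Amount: fifteen thousand cells per well / Doses: test compound in the initial addition of three / Timing: cells plated overnight, dye loaded 0.5 h 37 °C, 0.5 h room temperature / Technique: kinetic calcium dye fluorescence, Fluo-4 NW / Control set: positive and negative controls per plate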
# Platelet DG rel = inhibitors of platelet dense granule secretion, primary screen, cell-based, MLPCN, human platelets; human platelet-rich plasma, SFLLRN dense granule ATP release, luminescence; inhibition, %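 (compounds screened at 7.5 µM in platelet-rich plasma)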; 0.22% of 300,000 active; AID 1663, 2009;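 active = mean replicate score, as percent of positive control, at or above 50; inconclusive = mean below 50 but at least one replicate at or above 50; inactive = mean and every replicate below 50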
# TRPC6 activator = mouse TRPC6 channel activators, primary screen, cell-based, HEK293, membrane potential dye; Short transient receptor potential channel 6 (Mus musculus), Q61143; HEK293-TRPC6 membrane potential dye fluorescence; hits give high values; B-score at 10 µM; 0.13% of 310,000 active; AID 2550, 2010;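 active = B-score of the integrated fluorescence ratio above library mean plus 3 SD, and starting fluorescence ratio within library mean plus 5 SD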;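 also: higher score means more depolarization so channel activation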
# MrgX1 antag = antagonists of human MrgX1 receptor, primary screen, HEK293 cells, Fluo-4 calcium flux | AID 588676, 2011 | B-score at 10 µM | 1.3% of 310,000 active | BAM8-22 antagonism; hits give low values;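 active = calcium-response B-score plate-corrected more than 3 library SD below zero, starting fluorescence within 5 deviations, no agonist response on first addition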;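 also: peak minus trough fluorescence over baseline after final BAM8-22 challenge near maximal dose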
# TRPC6 inhibitor = mouse TRPC6 channel inhibitors, primary screen, cell-based, HEK293, membrane potential dye; 1.1% of 310,000 active; AID 2553, 2010; B-score at 10 µM; Short transient receptor potential channel 6 (Mus musculus), Q61143; ACh-evoked depolarization; hits give low values;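 active = B-score under library mean minus 3 SD, initial fluorescence not abnormally high, positive integrated signal ratio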;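 also: B-score derived from integrated fluorescence ratio over the kinetic read; more negative B-score means stronger inhibition of depolarization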
# An asterisk follows results filed as active; i = inactive; ? = inconclusive; nt = not tested or not shown.
SMILES,TRPC4 inh,SKKanGAS inh,RGS4 pot,RGS4 block,HIF act,MrgX1 PAM,MrgX1 agonist,Platelet DG rel,TRPC6 activator,MrgX1 antag,TRPC6 inhibitor
CC(O)C(NS(=O)(=O)c1ccc(Cl)cc1)C(=O)OCC(=O)N1CCN(c2ccccc2)CC1 (configuration not stated),i,1,i,i,0.0,i,i,2,i,i,i
CCC(C)NC(=O)CN1C(=O)NC2(CCc3ccccc3C2)C1=O (configuration not stated),i,1,i,i,-0.8,i,i,-3,i,i,i
Cc1ccc(NC(=S)NNC(=O)CSc2nc3ccccc3c(=O)n2-c2ccc(C)cc2)cc1,i,11,i,i,-0.6,21*,i,14,i,i,i
CCOC(=O)CCNC(=O)N1CCC(CCC(=O)NCc2ccc(F)cc2)CC1,i,4,i,i,-1.1,i,i,-5,i,i,i
O=S(=O)(CCN1CCOCC1)c1ccc(OC(F)(F)F)cc1,i,0,i,i,-0.3,i,i,0,i,i,i
CCOc1ccccc1NC(=O)C1C2CCC(O2)C1C(=O)O (configuration not stated),i,10,i,i,0.5,i,i,11,i,i,i
O=C(C[n+]1ccc(C(=O)NCc2ccccc2)cc1)c1ccc2c(c1)OCCO2,i,-10,i,i,-1.3,i,i,-25,i,i,i
O=C(NC1CCCCC1)c1cnn2c(C(F)(F)F)cc(-c3ccco3)nc12,i,-8,i,i,0.1,i,i,-14,i,i,i
O=C(CSc1nc2ccccc2o1)Nc1ccc(Cl)cc1,i,25,i,i,0.4,i,i,1,i,i,i
CCOC(=O)N1CCN(C(=O)Cn2c(=O)sc3ccccc32)CC1,i,-1,i,i,0.0,i,i,-2,i,i,i
Cc1cc(C)nc(/N=C(\N)Nc2ccc([N+](=O)[O-])cc2)n1,i,0,i,i,0.7,i,i,5,i,i,i
CCOC(=O)N1CCN(c2c(N3CCN(c4ccccc4F)CC3)c(=O)c2=O)CC1,i,4,i,i,0.2,i,i,6,i,i,i
Nc1c(-c2ccccc2)cnc2c(-c3ccccc3)cnn12,i,8,i,i,1.7,i,i,-1,i,i,i
Cc1ccc(S(=O)(=O)NCCCN2CCOCC2)cc1C,i,2,i,i,-13,i,i,-2,i,i,i
O=c1c2ccccc2nc(SCc2nnc(-c3ccccc3Br)o2)n1-c1ccccc1,i,16,i,i,nt,i,i,0,i,i,i
CCc1cc(C(=O)Cc2nc3ccccc3s2)c(O)cc1OCC(=O)O,i,-12,i,i,0.0,i,i,-3,i,i,i
CS(=O)c1ccccc1COC(=O)Nc1ccc(Cl)cc1 (configuration not stated),i,-9,i,i,0.3,i,i,-13,i,i,i
NC(=O)C1CCN(C(=O)CCc2ccsc2)CC1,i,6,i,i,-0.1,i,i,-9,i,i,i
Cc1ccc(C(=O)C(SC(C)(C)C)n2cncn2)cc1 (configuration not stated),i,1,i,i,0.7,i,i,6,i,i,i
Cc1ccc2cccc(S(=O)(=O)NC3CCS(=O)(=O)C3)c2n1 (configuration not stated),i,3,i,i,-0.6,i,i,-18,i,i,i
O=C(Nc1ccc2c(c1)OCCO2)C1CCN(c2cnccn2)CC1,i,-6,i,i,0.0,i,i,3,i,i,i
O=C1CN(S(=O)(=O)c2ccc([N+](=O)[O-])cc2)CC(=O)N1,i,6,i,i,-0.2,i,i,-22,i,i,i
COc1ccc(CC(=O)Nc2ccc(N3CCN(c4ccc(OC)cc4)CC3)c(C#N)c2)cc1,i,9,i,i,0.1,i,i,1,i,i,i
C/C=C/c1ccc(OCC(=O)OCC2=C(C(=O)OCC)C(C)NC(=O)N2)c(OC)c1 (configuration not stated),i,1,i,i,-27,i,i,-5,i,i,i
Cc1ccc(NS(=O)(=O)c2ccc(NC(=O)C3CC3)cc2)cc1C,i,-7,i,i,0.0,nt,nt,-4,i,nt,i
COC(=O)CCS(=O)(=O)c1ccc(Cl)cc1,i,-4,i,i,-0.1,i,i,2,i,i,i
CSc1ccccc1-n1nnnc1SCC(=O)Nc1cc(C)ccc1C,i,10,i,i,-0.1,i,i,-2,i,i,i
O=C(c1cc(-c2ccccn2)nc2c(Cl)cccc12)N1CCN(C(=O)C2CCCO2)CC1 (configuration not stated),i,6,i,i,-0.2,i,i,16,i,i,i
CN1C(C(=O)NCC2CC2)CC2Cn3c(nc4cc(Cl)c(Cl)cc43)C21 (configuration not stated),i,-4,i,i,0.6,i,i,0,i,i,i
O=C(COc1ccc2ccc(=O)oc2c1)NCCc1c[nH]c2ccc(F)cc12,i,-9,i,i,-0.2,i,i,-3,i,i,i
CN(C)CCCN(C(=O)CCc1ccccc1)c1nc2ccc(Br)cc2s1,i,9,i,i,-0.3,i,i,-1,i,i,i
COc1cccc(CNC(=O)CNC(=S)N(Cc2ccccc2)Cc2ccccc2F)c1,i,8,i,i,-0.6,nt,nt,4,i,nt,i
COC(=O)CC(NC(=O)c1cccs1)c1ccc(OC)c(OC)c1 (configuration not stated),i,1,i,i,0.0,i,i,-8,i,i,i
Nc1nonc1C(=O)OCC(=O)N1CCCCC1,i,2,i,i,nt,i,i,nt,i,i,i
CC(OC(=O)C1CC(=O)N(Cc2ccccc2)C1)C(=O)Nc1ccc(F)cc1Cl (configuration not stated),i,-8,i,i,0.4,i,i,-1,i,i,i
CN(C(=O)c1ccccc1)c1ccccc1C(=O)NCCc1ccccc1,i,-5,i,i,-2.3,i,i,17,i,i,i
NC(=S)N/N=C/c1ccc(C23CC4CC(CC(C4)C2)C3)cc1,i,100*,i,i,-22,i,i,0,i,i,i
O=C(CN1CCOCC1)N/N=C/c1c(O)ccc2ccccc12,i,18,i,i,5.9,i,i,-2,i,i,i
COc1cc(/C=N/NC(=O)c2ccncc2)ccc1OC(=O)c1ccc([N+](=O)[O-])cc1,i,0,i,i,0.2,i,i,1,i,i,i
COc1ccc(-n2nc(C(=O)Nc3ccc4c(c3)OCO4)c3ccccc3c2=O)cc1,i,5,i,i,-0.8,i,i,-1,i,i,i
CS(=O)(=O)Oc1ccc(Br)cc1/C=C1/N=C(c2ccco2)OC1=O,i,3,i,i,-0.6,i,i,0,i,i,i
COc1ccc(C(c2nnnn2Cc2cccs2)N2CCN(c3ccccc3)CC2)cc1OC (configuration not stated),i,-2,i,i,-0.9,i,i,-1,i,i,i
Cc1ccc(C(=O)CNc2cccc(Cl)c2)cc1,i,-6,i,i,0.6,i,i,-2,i,i,i
CCC(C(=O)NC1CCCCCC1)c1ccccc1 (configuration not stated),i,-9,i,i,-0.1,i,i,-12,i,i,i
CC(=O)NC(Cc1c[nH]c2ccccc12)C(=O)OCC(=O)N1CCCCCC1 (configuration not stated),i,-2,i,i,-0.2,i,i,17,i,i,i
CCOC(=O)C1CCN(Cc2cn(C)nc2-c2ccc(Oc3ccccc3)cc2)CC1,i,-3,i,i,-0.5,i,i,1,i,i,i
O=C(CSc1nnc(NC(=O)c2cccc(F)c2)s1)NC1CC1,i,1,i,i,0.0,i,i,3,i,i,i
O=C(CN1CCOCC1)N/N=C/c1cccc2ccccc12,i,1,i,i,-8.6,i,i,5,i,i,i
CCOc1cc(C#N)c(NC(=O)c2ccnn2C)cc1OCC,i,-15,i,i,-0.1,i,i,5,i,i,i
O=C(CCC1CCCC1)NNC(=O)c1cc2ccccc2cc1O,i,30,i,i,-1.1,i,i,0,i,i,i
CC(NC(=O)Cn1cnc2c1c(=O)n(C)c(=O)n2C)c1ccccc1 (configuration not stated),i,4,i,i,0.2,i,i,0,i,i,i
Cc1cc(N2CCN(c3ccccc3Cl)CC2)n2cc(-c3ccccc3)nc2n1,i,?,i,6*,-0.1,i,i,-4,i,i,i
COc1ccc(N2C(=O)CCC(C(=O)O)C2c2ccc(OC)c(OC)c2)cc1 (configuration not stated),i,0,i,i,-0.9,i,i,-2,i,i,i
CCOC(=O)C1=c2s/c(=C\c3cccnc3)c(=O)n2C(N)=C(C(=O)OC)C1c1cccnc1 (configuration not stated),i,6,i,i,-2.2,i,i,1,i,i,-5.1*
Cn1ccnc1C(OC(=O)c1ccccc1)C(F)(F)F (configuration not stated),i,0,i,i,-0.2,i,i,1,i,i,i
Cc1ccc(NC(=O)C2CCN(S(=O)(=O)c3ccc(F)cc3)CC2)cc1,i,1,i,i,-0.1,i,i,13,i,i,i
O=C(C1=C[C@@H](c2coc3ccccc3c2=O)C[C@@H](OCCCCO)O1)N1CCOCC1,i,-1,i,i,0.1,i,i,-5,i,i,i
Cc1cc(C)c(NC(=O)c2c[nH]c(=S)n2-c2ccc(F)cc2)c(C)c1,i,-5,i,i,-0.2,i,i,-1,i,i,i
Cc1cccc(Nc2nc(-c3ccc4c(c3)OCCO4)cs2)c1,i,4,i,i,1.9,i,i,0,i,i,i
COc1ccc(-c2cn[nH]c2-c2ccc(OC)cc2O)cc1,i,12,i,i,0.1,16*,i,-2,i,i,-5.2*
# (next part)
SMILES,TRPC4 inh,SKKanGAS inh,RGS4 pot,RGS4 block,HIF act,MrgX1 PAM,MrgX1 agonist,Platelet DG rel,TRPC6 activator,MrgX1 antag,TRPC6 inhibitor
O=CNCCCc1nc2ccccc2n1Cc1ccccc1,i,6,i,i,0.4,i,i,-2,i,i,i
CCOc1ccc(N(CC(=O)N2CCN(c3ccccc3F)CC2)S(=O)(=O)c2c(C)noc2C)cc1,i,0,i,i,-0.2,i,i,7,i,i,i
C=CCNC(=S)N1CCC(C(=O)c2ccc(Cl)cc2)CC1,i,-1,i,i,-1.8,i,i,-11,i,i,i
COc1ccccc1CNC(=S)Nc1ccc2nc(N3CCN(C)CC3)cc(C)c2c1,i,-1,i,i,-0.9,i,i,5,i,i,i
CSc1ccccc1OC1CCN(Cc2ccccc2)CC1,i,4,i,i,0.0,i,i,8,12*,i,i
O=C(Cc1ccc(Cl)cc1)Nc1ccccn1,i,1,i,i,-0.2,i,i,0,i,i,i
